# Compound activity: PubChem BioAssay, National Center for Advancing Translational Sciences (NCATS)
# Giardia killer: Giardia lamblia killing. AID 540267. activity change, % at 7.66 µM, hits read low. Giardia lamblia trophozoite viability. hit rate 0.15% among 340,000; in the data active = activity change below about -80%; inconclusive = between about -30% and that limit;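 note: parasites exposed to compound for two days anaerobically before the ATP read; % is set by controls: 0 for no effect and ±100 for the full control effect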
#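 Giardia lamblia trophozoites (100 cells/well) were incubated with compounds for 48 h at 37 deg C under anaerobic conditions. Viability was read as ATP content by one-step luminescence after 15-30 min at room temperature.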
# KCNH2 3.1 inh: blocks the human KCNH2 3.1 channel isoform; U2OS KCNH2 3.1, thallium flux FluxOr; hits give low values; activity change, % (tested at about 1.8 µM); hit rate 0.95% among 340,000;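 active = maximum activity change below -70%; inconclusive = maximum activity change from -70% to -50%; inactive = maximum activity change above -50%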;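 note: thallium influx rate constant from kinetic fluorescence after stimulation buffer; % is set by controls: 0 for no effect and ±100 for the full control effect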
#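 FluxOr-based Tl+ influx in U2OS cells transduced with KCNH2 3.1 virus; rate constants normalized to DMSO controls.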
# Rab9 prom act: activates the Rab9 promoter; Potency, µM (series often up to 9.22 µM), without a hit: top-dose activation, negative = inhibition, usual class: activators; hit rate 2.8% among 320,000; Huh7 Rab9 promoter-luciferase reporter, luminescence, 24 h; AID 485297; note: potency is the fitted concentration of half-maximal effect; % of control where 0% means no effect; nearly all actives have a fitted effect of over 60% in size
#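 Stable Rab9-luc Huh7, 1500 cells/well, 2 h settle; cmpd in DMSO, 24 h, 37 °C/5% CO2; luciferase reagent 10 min RT; luminescence.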
# ELG1 genotoxic: induces genotoxicity in HEK293T cells with luciferase-tagged ELG1; HEK293T ELG1-luciferase reporter, luminescence, 16 h; AID 504466; hit rate 1.3% among 330,000; Potency, µM (titrated, usually from 46 µM), for the others: at the highest dose activity change, positive = activation, usual class: activators; note: potency is the fitted concentration of half-maximal effect; % of control where 0% means no effect; nearly all actives have a fitted effect of over 60% in size
#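 ELG1-luciferase HEK293T cells, 2,000/well; compound pinned in; 16 hr, 37 °C, 5% CO2; ONE-Glo, 30 min RT; luminescence on CCD imager.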
# RORgamma inh: blocks mouse ROR gamma transcriptional activity; hit rate 5.4% among 310,000; P51450; Drosophila S2 Gal4-RORgamma UAS-luciferase reporter, 20 h; Potency, µM (titrated, usually from 53.6 µM), for inactives: top-dose activity change, negative = inhibition, most hits filed as inhibitors; AID 2551; note: potency is the fitted concentration of half-maximal effect; % is set by controls: 0 for no effect and ±100 for the full control effect; nearly all actives have a fitted effect of over 60% in size
# Target sequence (P51450 whole entry, looked up, the tested form may be a part): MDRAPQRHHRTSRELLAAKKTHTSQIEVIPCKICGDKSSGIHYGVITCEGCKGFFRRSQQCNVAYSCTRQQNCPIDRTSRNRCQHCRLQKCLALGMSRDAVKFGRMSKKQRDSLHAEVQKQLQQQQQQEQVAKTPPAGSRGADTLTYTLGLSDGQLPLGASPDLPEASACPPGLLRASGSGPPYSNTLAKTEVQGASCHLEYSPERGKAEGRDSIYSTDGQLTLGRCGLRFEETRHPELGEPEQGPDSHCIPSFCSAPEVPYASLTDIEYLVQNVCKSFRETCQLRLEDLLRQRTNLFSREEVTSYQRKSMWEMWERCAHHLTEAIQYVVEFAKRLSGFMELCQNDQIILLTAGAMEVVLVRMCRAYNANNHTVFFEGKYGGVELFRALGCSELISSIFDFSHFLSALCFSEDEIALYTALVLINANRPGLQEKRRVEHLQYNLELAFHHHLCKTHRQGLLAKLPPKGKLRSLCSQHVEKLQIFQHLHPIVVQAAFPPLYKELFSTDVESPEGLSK
#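 In this cell-based reporter format, copper sulfate (700 uM final) drives Gal4–ROR gamma fusion expression from a metallothionein promoter in Drosophila Schneider cells; compounds preincubated 1 hr, reporter read after 20 hr at ambient temperature.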
# FLuc modulator: firefly luciferase modulation, counter-screen for miR-21 project; P08659; purified FLuc, Km substrates, luminescence inhibition; Potency, µM (titrated, usually from 57.5 µM), for inactives: top-dose activity change, negative = inhibition, actives largely listed as inhibitors; hit rate 6.9% among 360,000; AID 588342;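 note: potency is the fitted concentration of half-maximal effect; plate controls were vehicle for no effect and reference inhibitor for full effect; nearly all actives have a fitted effect of over 55% in size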
#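 Biochemical qHTS of compounds, final roughly 60 µM downward over six points, against 10 nM purified firefly luciferase using Km concentrations of substrates (10 uM D-luciferin, 10 uM ATP) in Tris acetate pH 7.5 buffer; luminescence output.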
# NPC1 promoter act: activators of NPC1 promoter | Potency, µM (titrated, usually from 9.22 µM), without a hit: top-dose activation, most hits filed as activators | Huh7 NPC1 promoter luciferase reporter, 24 h | hit rate 2.4% among 320,000;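 note: potency is the fitted concentration of half-maximal effect; % of control where 0% means no effect; nearly all actives have a fitted effect of over 60% in size; reporter is driven by a mutant NPC1 promoter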
#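 In 1536-well qHTS, Huh7 cells harboring an NPC1 promoter–luciferase construct received compound for 24 h; activation was quantified by luminescence following luciferase reagent addition.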
# uPA generation: inhibitors of cell surface uPA generation | cell surface uPA generation assay, qHTS | Potency, µM (series often up to 38.3 µM), for the others: at the highest dose activity change, negative = inhibition, actives largely listed as inhibitors | hit rate 0.31% among 330,000 | AID 540303; active = well fitted inhibition curve with a large enough effect; inconclusive = small, poorly fitted or top-dose-only effect; inactive = no such curve, though single readings can be large or run the other way; tested in mouse RAW 264.7 cells; note: potency is the fitted concentration of half-maximal effect; % is set by controls: 0 for no effect and ±100 for the full control effect; nearly all actives have a fitted effect of over 55% in size
# Tb PFK block: inhibitors of T. brucei phosphofructokinase; O15648; T. brucei PFK, ADP-Glo luminescence; hit rate 0.17% among 330,000; Potency, µM (titrated, usually from 57.5 µM), without a hit: at the top dose activity, negative = inhibition, actives largely listed as inhibitors;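 note: potency is the fitted concentration of half-maximal effect; 0% = uninhibited 1x PFK enzyme wells and -100% = no-enzyme wells; nearly all actives have a fitted effect of over 60% in size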
# Target sequence (O15648 whole entry, looked up): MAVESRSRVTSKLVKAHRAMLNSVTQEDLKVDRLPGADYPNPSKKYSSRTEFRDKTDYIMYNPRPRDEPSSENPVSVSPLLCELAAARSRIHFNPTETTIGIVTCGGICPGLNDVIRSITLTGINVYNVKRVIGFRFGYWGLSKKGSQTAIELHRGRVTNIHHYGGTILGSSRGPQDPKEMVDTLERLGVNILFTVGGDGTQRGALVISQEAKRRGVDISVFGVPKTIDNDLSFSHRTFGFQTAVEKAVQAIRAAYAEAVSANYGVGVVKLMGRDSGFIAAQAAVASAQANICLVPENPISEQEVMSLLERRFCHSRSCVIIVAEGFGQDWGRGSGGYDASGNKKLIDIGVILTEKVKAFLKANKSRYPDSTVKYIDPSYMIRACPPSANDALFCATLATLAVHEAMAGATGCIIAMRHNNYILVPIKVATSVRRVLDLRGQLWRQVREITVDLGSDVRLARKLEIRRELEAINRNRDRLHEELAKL
#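 1.25 nM PFK with 0.5 mM F6P and 0.1 mM ATP in 0.1 M TEA pH 8.0, 5 mM MgCl2, incubated 45 min at room temperature; ADP measured by ADP-Glo luminescence; compounds titrated up to 57 uM.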
# Coupling enz: counter-screen for Giardia aldolase inhibitors: coupling enzyme system; activity change, negative = inhibition, % at 58.2 µM, hits read low; AID 2472; coupling enzyme system counterscreen, AmpLite Red fluorescence; hit rate 0.67% among 290,000; in the data active = activity change below about -30%; note: % is set by controls: 0 for no effect and ±100 for the full control effect
#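 Coupling enzymes only (glyceraldehyde-3-phosphate) + compound, at 57.5 uM final, 10 min RT; add substrate/coupling/AmpLite Red mix, 20 min RT; fluorescence ex 525/em 598 nm. Actives flag coupling-system interference.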
# Gal4-VP16 FLuc: counter-screen for ROR gamma inhibitors: Gal4-VP16 reporter | Drosophila S2 Gal4-VP16 UAS-luciferase, luminescence, 20 h | AID 2546 | hit rate 3.5% among 310,000 | Potency, µM (titrated, usually from 53.6 µM), without a hit: at the top dose activity, negative = inhibition, actives largely listed as inhibitors;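 note: Gal4-VP16 expression switched on by copper sulfate through the metallothionein promoter; potency is the fitted concentration of half-maximal effect; % is set by controls: 0 for no effect and ±100 for the full control effect; nearly all actives have a fitted effect of over 50% in size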
# Starred values were filed as active, the others as inactive; ? = inconclusive; . = not tested or not shown; [ ] = remark or other dose. Unless noted, calls come from the whole dose curve; as a rule, active = well fitted curve in the direction sought with a large enough effect; inconclusive = small, poorly fitted or top-dose-only effect, or another doubt; inactive = no such curve, though single readings can be large; an effect the other way counts as inactive or inconclusive.
SMILES,Giardia killer,KCNH2 3.1 inh,Rab9 prom act,ELG1 genotoxic,RORgamma inh,FLuc modulator,NPC1 promoter act,uPA generation,Tb PFK block,Coupling enz,Gal4-VP16 FLuc
COCCCN(CC(=O)Nc1ccc(N2CCOCC2)cc1)S(=O)(=O)c1ccccc1,21.4,13.8,?,7.0%,-32.0%,3.7%,-2.3%,-2.3%,-2.8%,0.3,3.4%
c1ccc2[nH]c(SCc3cn4cccnc4n3)nc2c1,-4.8,-2.8,20.3%,8.6%,43.2%,?,8.6%,-2.8%,4.7%,-1.2,24.1%
COc1cc(C2Nc3ccccc3NC3=C2C(=O)CC(c2ccc(OC)c(OC)c2)C3)ccc1O (stereo unspecified),8.7,-3.2,-0.9%,-0.1%,24.5%,6.0%,-0.4%,-0.8%,-3.4%,2.8,28.1%
COc1ccc(/C(N)=N/OC(=O)CN(C)S(=O)(=O)c2ccc(C)cc2)cc1,-26.3,0.6,-0.8%,-9.4%,1.7%,-15.6%,1.1%,-8.9%,0.4%,-7.7,?
Cc1nc(-c2ccncc2)nc(NCCNc2ccc(C(F)(F)F)cn2)c1Cl,10.3,4.2,-2.8%,-5.3%,-3.8%,1.3%,-11.4%,3.1%,-2.0%,1.3,-9.3%
CCOc1ccccc1OCC(=O)OCC(=O)c1c(N)n(CC(C)C)c(=O)n(C)c1=O,-9.5,0.1,-1.0%,-2.0%,.,3.0%,-1.7%,-10.8%,3.6%,.,.
COc1ccc(CCC(C)NC(=O)CCc2ccccc2)c(OC)c1 (stereo unspecified),-3.1,-9.6,-3.2%,-2.6%,-9.8%,-1.2%,-4.4%,0.4%,2.7%,0.2,-3.2%
CN=C1c2cc3cc(OC)ccc3n2CCN1C,5.4,6.1,-2.0%,3.7%,14.8%,-3.6%,-4.0%,.,-4.0%,4.1,-11.6%
COc1ccc(C[C@H]2CN3C(=NC[C@@H]3Cc3ccc(O)cc3)N2C[C@H](C)NC(=O)CCC2CCCCC2)cc1,-0.1,-0.2,3.0%,-8.8%,9.8%,-1.9%,1.9%,0.3%,1.4%,6.8,1.9%
COCCS(=O)(=O)N(Cc1ccc(Br)cc1)[C@@H](C)C(=O)OC,-3.5,-17.9,.,-0.2%,.,.,.,-4.7%,-0.7%,.,.
COc1ccc(S(=O)(=O)N2CCCC(C(=O)NCc3cccnc3)C2)cc1OC (stereo unspecified),29.5,4.0,-6.7%,-2.4%,.,1.7%,-13.1%,0.3%,8.0%,.,.
Cc1cc(C)cc(N2C(=O)CC(Sc3ncn[nH]3)C2=O)c1 (stereo unspecified),-8.5,-16.9,-1.1%,0.2%,?,-10.4%,-1.9%,-9.9%,2.4%,0.3,?
Cc1ccc(-c2nc(CN(C)C3CCOC3)c(C)o2)s1 (stereo unspecified),4.4,-4.7,24.6%,11.9%,-20.9%,-17.4%,15.1%,0.2%,?,1.2,-9.5%
CNC(=S)/N=C(\Nc1ccc(C)cc1)c1ccccc1,-10.0,-5.4,18.0%,2.5%,2.51µM*,-10.4%,5.4%,9.8%,-0.2%,3.3,15.8µM*
CC(CN1CCCCC1)OC(=O)c1cccc(F)c1 (stereo unspecified),-7.1,-24.7,3.1%,11.0%,27.6%,-6.8%,-0.2%,4.5%,2.4%,1.6,-2.8%
Cc1ccccc1Cn1c(=O)[nH]c2ccccc21,-14.8,-7.7,-5.4%,1.9%,13.5%,-0.4%,-4.6%,10.3%,-0.6%,-0.1,-2.2%
CN(C(=O)CN1C(=O)/C(=C/c2ccc(Cl)cc2)SC1=S)C1CCS(=O)(=O)C1 (stereo unspecified),-26.0,2.5,-10.1%,1.1%,-12.4%,?,-6.8%,-14.8%,3.4%,.,12.8%
Cn1c(=O)c2c(SCC(N)=O)nc(CC(C)(C)C)nc2n(C)c1=O,5.0,-2.3,1.8%,-7.6%,38.2%,9.5%,-2.9%,-8.0%,-0.3%,11.4,5.5%
CCCc1nc(NCc2ccccn2)c2nnn(Cc3ccccc3F)c2n1,2.0,-12.5,-4.9%,-8.1%,44.8%,2.7%,-4.1%,-1.3%,1.4%,1.9,?
COc1ccc(NC(=O)N(C)C[C@H]2Oc3ccc(NC(=O)C4CC4)cc3C(=O)N([C@H](C)CO)C[C@@H]2C)cc1,-2.2,-0.4,.,-1.2%,.,.,.,19.9%,0.3%,.,.
COc1ccc(C(=O)c2ccc(OC)c(OC)c2)cc1OC,-3.0,-18.7,-6.8%,-0.1%,4.0%,3.1%,-1.9%,-0.9%,0.9%,-1.3,-16.3%
Nc1c(Cl)cnc(C(Cl)(Cl)Cl)c1Cl,-19.9,-17.3,-1.5%,-3.3%,19.8%,-5.2%,-0.1%,2.7%,-3.7%,-1.8,-8.5%
Cc1nc(N2CCCCC2C)c2c(C)c(C(=O)Nc3cccc(C(F)(F)F)c3)sc2n1 (stereo unspecified),2.4,-18.0,2.1%,-4.4%,-7.4%,-2.7%,-8.1%,5.7%,-3.3%,-0.7,6.3%
Cc1ccccc1NC(=O)C(=O)c1cn(C)c2ccccc12,-23.0,20.7,?,8.7%,-29.5%,?,?,0.5%,-3.9%,-0.1,-7.6%
Cc1c(NC(=O)c2noc(C(C)C)c2[N+](=O)[O-])c(=O)n(-c2ccccc2)n1C,16.1,-7.1,-0.2%,3.8%,8.8%,-0.3%,-0.2%,8.5%,0.2%,-0.5,7.2%

# Next section, starting with the last 2 of the part before.
SMILES,Giardia killer,KCNH2 3.1 inh,Rab9 prom act,ELG1 genotoxic,RORgamma inh,FLuc modulator,NPC1 promoter act,uPA generation,Tb PFK block,Coupling enz,Gal4-VP16 FLuc
Cc1ccccc1NC(=O)C(=O)c1cn(C)c2ccccc12,-23.0,20.7,?,8.7%,-29.5%,?,?,0.5%,-3.9%,-0.1,-7.6%
Cc1c(NC(=O)c2noc(C(C)C)c2[N+](=O)[O-])c(=O)n(-c2ccccc2)n1C,16.1,-7.1,-0.2%,3.8%,8.8%,-0.3%,-0.2%,8.5%,0.2%,-0.5,7.2%
CCOc1ccc(OCC)c(NC(=O)C2C3C=CC(O3)C2C(=O)NCc2ccco2)c1 (stereo unspecified),5.6,5.1,8.8%,2.8%,9.0%,1.4%,-3.4%,.,-8.3%,-20.7,2.5%
CCCOc1ccc(C(=O)NNC(=S)NC(=O)c2cc(-c3ccc(Cl)cc3)nc3ccccc23)cc1,-1.7,.,-6.0%,-5.2%,0.112µM*,?,-9.3%,1.1%,2.2%,3.8,?
CCOc1ccc(CC(=O)N/N=C/c2cccnc2)cc1,2.7,8.9,-0.4%,-0.4%,16.2%,1.2%,-0.7%,2.3%,5.6%,0.6,-9.0%
O=C1NCC(COc2ccc([N+](=O)[O-])cc2)O1 (stereo unspecified),5.2,-22.7,-1.4%,0.5%,-17.5%,-1.7%,-0.7%,5.6%,-11.2%,-0.5,-5.9%
COCCOC1CCN(C(=O)c2ccc(OC)c(OC3CCN(C(C)C)CC3)c2)CC1,-9.3,5.4,-1.3%,-0.7%,-3.8%,3.6%,-0.8%,-9.5%,2.1%,-0.3,-4.6%
Cc1ccc(S(=O)(=O)N/N=C(\c2ccccc2)C2CC2)cc1,-7.4,17.4,8.5%,-7.2%,-14.4%,-0.3%,-1.6%,0.9%,-12.4%,.,-7.4%
O=C(Cn1nnc(-c2ccccc2)n1)OCc1csc(-c2ccccc2)n1,6.6,-2.6,4.7%,11.1%,7.4%[10 µM],-13.7%,11.0%,0.9%,0.4%,-0.3,6.2%
CCCOC(=O)CC1C(=O)NCCN1Cc1cc(OC)cc(OC)c1 (stereo unspecified),-7.7,7.0,-4.6%,7.9%,-0.7%,-1.8%,0.2%,-1.5%,0.6%,1.3,4.7%
CC(=O)N(C)c1ccc(N=C2C(=O)Nc3ccccc32)cc1,-21.7,3.0,1.4%,-2.4%,-3.3%,-2.3%,-4.8%,6.6%,-0.7%,0.9,-3.8%
COc1ccc(N2C(=O)N(Cc3ccccc3F)c3ccccc3S2(=O)=O)cc1,.,.,-1.1%,-1.0%,-21.8%,-11.3%,-5.1%,.,-2.7%,0.4,3.0%
CN1CCCC(OC(=O)CCCCC(=O)OC2CCCN(C)C2)C1 (stereo unspecified),23.0,10.4,0.2%,0.2%,-4.3%,0.6%,-2.7%,8.0%,2.9%,-1.1,13.6%
CC(CC(=O)Nc1ccc2c(c1)OCO2)c1ccccc1 (stereo unspecified),-0.9,18.8,?,15.8%,36.3%,?,26.8%,0.6%,4.0%,-1.9,2.4%
Cc1ccnc(NC(=O)c2ccc(OCc3c(C)noc3C)cc2)c1,-1.6,-4.0,?,16.5%,.,8.0%,?,0.1%,0.7%,.,.
